# Screening data as filed in PubChem BioAssay.
# PI4K2A block = inhibitors of human PI4K2A; Q9BTU6; purified PI4K2A, ADP-Glo luminescence, 1 h; active compounds read low; activity change, negative = inhibition, % at 76.9 µM; hit rate 0.13% among 420,000; AID 1346378; in the data active means activity change below about -50%; inconclusive means mostly about -30% to -49%;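 further: -100% = wells without enzyme as full effect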
#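 In this quantitative HTS, ADP production by PI4K2A was quantified luminescently after 1 h at ambient temperature; 100 microM adenosine served as plate-quality control.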
# GLS inhibitor = glutaminase GLS (human) inhibition; O94925; AID 624170; hit rate 0.21% among 410,000; Potency, µM (top dose mostly 45.5 µM), for inactives: at the highest dose activity change, negative = inhibition, actives largely listed as inhibitors; GLS enzymatic activity, qHTS titration; further: potency means the concentration at half of the fitted maximal effect; on the % scale 0 is the no-effect control and ±100 the full control effect
# Target sequence (O94925 whole entry, looked up): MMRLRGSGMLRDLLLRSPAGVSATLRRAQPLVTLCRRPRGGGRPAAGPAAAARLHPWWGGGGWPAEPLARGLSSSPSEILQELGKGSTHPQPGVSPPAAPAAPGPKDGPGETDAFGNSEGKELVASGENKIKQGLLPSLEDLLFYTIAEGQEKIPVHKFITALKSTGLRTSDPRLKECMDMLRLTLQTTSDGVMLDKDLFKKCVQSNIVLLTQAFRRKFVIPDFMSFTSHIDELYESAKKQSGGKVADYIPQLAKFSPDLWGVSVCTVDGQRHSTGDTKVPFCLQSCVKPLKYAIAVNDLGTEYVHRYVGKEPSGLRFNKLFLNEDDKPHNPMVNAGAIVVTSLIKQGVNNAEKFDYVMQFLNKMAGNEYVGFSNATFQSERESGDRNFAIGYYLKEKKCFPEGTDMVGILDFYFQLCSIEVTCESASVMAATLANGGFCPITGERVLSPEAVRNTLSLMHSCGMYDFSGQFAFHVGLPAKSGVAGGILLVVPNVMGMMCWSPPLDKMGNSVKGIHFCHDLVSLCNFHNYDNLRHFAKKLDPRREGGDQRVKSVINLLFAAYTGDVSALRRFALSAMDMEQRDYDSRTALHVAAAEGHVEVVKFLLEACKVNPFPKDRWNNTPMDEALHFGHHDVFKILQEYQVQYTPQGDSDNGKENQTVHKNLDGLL
#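 Glutamate formation by hKGA was monitored fluorometrically using coupled glutamate oxidase, HRP and Amplex Red. Substrate was added as 1 mM L-glutamine solution; incubation was 30 min at RT after an initial read.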
# Pin1 inh = inhibitors of human Pin1. Q13526. Pin1 FP peptide displacement, HiFluor488, 10 min. Potency, µM (top dose mostly 115 µM), for inactives: top-dose activity, negative = inhibition, actives largely listed as inhibitors. hit rate 0.009% among 390,000. AID 504891; active means well fitted inhibition curve with a large enough effect in the polarisation, with a control signal flat, not every such curve was filed as active; inconclusive means small, poorly fitted or top-dose-only effect, or effect the other way, or a change in a side signal; inactive means no such curve, though single readings can be large or run the other way; the % refers to the polarisation; further: potency means the concentration at half of the fitted maximal effect; on the % scale 0 is the no-effect control and ±100 the full control effect
# Target sequence (Q13526 whole entry, looked up): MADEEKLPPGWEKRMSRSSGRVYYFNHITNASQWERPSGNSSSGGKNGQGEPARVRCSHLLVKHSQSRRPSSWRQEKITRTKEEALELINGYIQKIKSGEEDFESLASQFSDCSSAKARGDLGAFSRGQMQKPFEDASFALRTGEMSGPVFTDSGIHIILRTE
# mIDH1 inhibitor = human IDH1 R132H inhibition | O75874 | Potency, µM (doses to about 76.6 µM), without a hit: top-dose activity change, negative = inhibition, hits mostly inhibitors | IDH1-R132H enzyme, NADPH consumption, diaphorase/resazurin fluorescence | hit rate 0.093% among 390,000; further: potency means the concentration at half of the fitted maximal effect; on the % scale 0 is the no-effect control and ±100 the full control effect; nearly all actives have a fitted effect of over 65% in size
#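 IDH1-R132H (0.5 ug/mL) preincubated 30 min with compound, then NADPH (0.016 mM) and alpha-KG (2 mM) added; 80 min at RT, pH 7.5. Remaining NADPH coupled via diaphorase/resazurin to fluorescence (540/590 nm); concentration-response curves normalized to no-enzyme control.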
# Tb PGK inh = inhibitors of T. brucei phosphoglycerate kinase; Potency, µM (titrated, usually from 57.5 µM), for inactives: at the top dose activity change, negative = inhibition, hits mostly inhibitors; hit rate 0.043% among 380,000; PGK/GAPDH coupled, Kinase-Glo luminescence, 60 min; P07378; further: potency means the concentration at half of the fitted maximal effect; on the % scale 0 is the no-effect control and ±100 the full control effect; nearly all actives have a fitted effect of over 60% in size
#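 Recombinant glycosomal PGK reaction used 1,3-bisphosphoglycerate generated in-well by GAPDH (100nM final) in 100mM TEA pH 7.6, 5mM MgCl2, 0.01% Tween-20. After 60 minutes at room temperature, ATP was read by Kinase-Glo Plus luminescence end-point.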
# USP1-UAF1 inh = inhibitors of human USP1/UAF1 deubiquitinase. O94782. recombinant USP1/UAF1, Ub-Rhodamine cleavage fluorescence. Potency, µM (series often up to 57.1 µM), inactives show at the top dose activity change, negative = inhibition, usual class: inhibitors. hit rate 0.23% among 390,000; further: potency means the concentration at half of the fitted maximal effect; on the % scale 0 is the no-effect control and ±100 the full control effect; nearly all actives have a fitted effect of over 60% in size; inactives centre near -12
#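 High-throughput fluorogenic screen: 1nM USP1/UAF1 complex, Ub-Rho substrate 150nM final, 50mM HEPES pH 7.8 with 0.5mM EDTA, 0.1 mg/ml BSA, 1mM TCEP and 0.01% Tween-20.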
# TrxR1 inh = rat TrxR1 inhibition; O89049; recombinant rTrxR1, NADPH fluorescence consumption, selenite substrate; AID 588453; hit rate 1% among 390,000; Potency, µM (titrated, usually from 114 µM), for inactives: top-dose activity change, negative = inhibition, hits mostly inhibitors; further: potency means the concentration at half of the fitted maximal effect; on the % scale 0 is the no-effect control and ±100 the full control effect; nearly all actives have a fitted effect of over 65% in size
#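 Rat TrxR1 (90 nM in the dispensed reagent) was pre-reduced with 400 uM NADPH for 5 min at room temperature, then incubated with compound for 15 min. After 400 uM selenite was added, NADPH fluorescence (Ex 340/Em 450 nm) was followed for 8 min.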
# HP1b chromo inh = inhibitors of HP1-beta chromodomain binding to methylated histone tails; P83916; AlphaScreen HP1-beta / biotin-H3K9me3 peptide binding; Potency, µM (top dose mostly 114 µM), for inactives: top-dose activity change, negative = inhibition, most hits filed as inhibitors; hit rate 0.56% among 390,000; AID 540317; further: potency means the concentration at half of the fitted maximal effect; nearly all actives have a fitted effect of over 70% in size; inactives centre near 23
# Target sequence (P83916 whole entry, looked up): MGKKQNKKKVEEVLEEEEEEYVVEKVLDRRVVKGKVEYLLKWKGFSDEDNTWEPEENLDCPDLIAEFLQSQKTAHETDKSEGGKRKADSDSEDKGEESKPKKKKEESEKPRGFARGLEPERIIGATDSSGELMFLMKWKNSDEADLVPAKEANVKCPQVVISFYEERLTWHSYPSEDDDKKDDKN
#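 HP1-beta protein (50 nM final) preincubated 30 min at room temperature with biotinylated H3(1-18)K9me3 peptide (50 nM) in PBS pH 7.4, 0.01% Tween-20, then compound added for 30 min. AlphaScreen streptavidin donor/nickel chelate acceptor beads (10 ug/mL final), 30 min dark, luminescence read.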
# TrxR1 substrate = is turned over as a substrate by rat TrxR1 | purified TrxR1 substrate turnover, NADPH consumption readout | Potency, µM (series often up to 114 µM), without a hit: at the highest dose activity change, negative = substrate turnover | hit rate 0.01% among 390,000 | AID 588456; further: potency means the concentration at half of the fitted maximal effect; on the % scale 0 is the no-effect control and ±100 the full control effect; nearly all actives have a fitted effect of over 50% in size
#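 Rat TrxR1, dispensed at 90 nM, was prereduced with 400 uM NADPH (final) for 5 min at ~22 deg C, then incubated with compound 15 min before 400 uM selenite. A first-read NADPH fluorescence drop versus no-compound background flagged substrates.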
# Numbers without * were called inactive; i = inactive; ? = inconclusive; / = not tested or not shown; & = joins results of further samples; [ ] = dose if it differs, or a comment. Unless noted, the call rests on the fitted dose curve; in most records, active means well fitted curve in the direction sought with a large enough effect; inconclusive means small, poorly fitted or top-dose-only effect, or another doubt; inactive means no such curve, though single readings can be large; an effect the other way counts as inactive or inconclusive.
SMILES,PI4K2A block,GLS inhibitor,Pin1 inh,mIDH1 inhibitor,Tb PGK inh,USP1-UAF1 inh,TrxR1 inh,HP1b chromo inh,TrxR1 substrate
O=C(Nc1ccccc1C(=O)N/N=C/c1ccc(F)cc1)c1ccccc1Br,-6,-5%,2%,25%,6%,-20%,7%,18%,2%
Cc1nc(S(=O)(=O)N2CCOCC2)c(C#N)c(C)c1Cl,-3,3%,-7%,-1%,-4%,4%,-4%,2%,1%
CCOC(=O)c1sc(=NC(=O)c2cc(OC)c(OC)c(OC)c2)n(C)c1C,-6,?,3%,-4%,-6%,-7%,26%,40%[activator],13%
O=C(Nc1ccccc1)Nc1ncc(C(F)(F)F)cc1Cl,1,4%,/,3%,-9%,-2%,/,/,/
COc1ccccc1C(=O)NNC(=O)c1ccc(NC(=O)C(C)C)cc1,2,12%,1%,3%,3%,-8%,27%[57.1 µM],27%,10%[57.1 µM]
CCCC(=O)Nc1cc2c(cc1C(=O)c1ccccc1)OCCO2,-1,0%,3%,1%,2%,-10%,6%[57.1 µM],8%,-8%
CCOc1ccccc1-c1nc(-c2ccc(NC(=O)Cc3ccc(OC)cc3)cc2)no1,-2,0%,43%[activator],1%,-9%,-11%,13%[57.1 µM],23%,9%[57.1 µM]
CN1CCN(C(=O)CN(C2CCCCC2)S(=O)(=O)c2ccccc2)CC1,3,24%,-1%,-4%,1%,-14%,25%[57.1 µM],0%,11%[57.1 µM]
C=CCn1c(=O)c2c(nc(-c3ccc(S(=O)(=O)O)cc3)n2C)n(C)c1=O,-16&-1,-1%,-3%,13%,i,-32%,210%[activator][57.1 µM],20%,890%[activator][57.1 µM]
C=CCN(C(=O)c1csnn1)C(C(=O)NC1CCCC1)c1cccs1 (centres undefined),-4,4%,0%,3%,3%,0%,7%[57.1 µM],2%,7%[0.0914 µM]
CN(Cc1cnccn1)C(=O)CC1C(=O)NCCN1Cc1cccc(F)c1 (centres undefined),1,5%,-14%,5%,-1%,-1%,-29%,16%,8%
Cc1ccc(-c2ccc(SCC(=O)N3CCN(c4ccccc4)CC3)nn2)cc1,1,0%,1%,1%,4%,-15%,-9%,27%,-5%
Cc1ccc(S(=O)(=O)N(C)c2ccc3ccccc3c2)cc1,4,0%,-4%,6%,-2%,-25%,20%,101%[activator],4%
O=C(NNS(=O)(=O)c1ccccc1)c1cccnc1,6,16%,-7%,-3%,-6%,-18%,17%,13%,3%
CC(=O)OCCCCON1C(=O)c2ccccc2C1=O,-9,-3%,4%,1%,0%,-7%,0%,26%,1%
Cc1ccc(NCC(O)C(O)C(O)CO)cc1C (centres undefined),-1,14%,-6%,4%,4%,-24%,-17%,18%,-4%
CC(=O)N(c1ccc(Cl)cc1)C1SC(=O)N(c2ccccc2)C1=O (centres undefined),/,/,-2%,/,/,/,-4%,34%[activator],-4%
C=CC(=O)Nc1ccc(Nc2nc(NC3CCC(N(C)C)CC3)nc3c2ncn3C(C)C)cc1 (centres undefined),-3,9%,?,6%,-5%,-23%,-10%[57.1 µM],-1%,3%[57.1 µM]
CC1CCN(S(=O)(=O)c2ccc(Oc3ccc([N+](=O)[O-])cc3)cc2)CC1,10,2%,6%,-2%,4%,-13%,5%[57.1 µM],2%,2%[57.1 µM]
O=C(CSc1ccc([N+](=O)[O-])cn1)Nc1ccc2c(c1)OCO2,-8,9%,-1%,14%,-8%,-6%,-20%,-11%,0%
O=[N+]([O-])c1cccc(CNCc2ccccc2)c1,2,2%,-8%,13%,i,?,4%[57.1 µM],6%,-3%[57.1 µM]
Cc1ccc(C)c(S(=O)(=O)N2CCN(C(=O)c3ccc(-n4cncn4)c([N+](=O)[O-])c3)CC2)c1,-4,-1%,0%,5%,6%,-16%,18%,5%,1%
Cc1ccc(C(=O)Nc2ccc3ccccc3c2)cc1,-15,-8%,3%,-1%,-3%,-19%,23%,35%,3%
CC1CCCCC1NC(=O)/C(C#N)=C/c1ccc2c(c1)OCCO2 (centres undefined),0,0%,4%,-4%,1%,-3%,-4%,41%[activator],27%
COCCN(C(=O)Cn1nnc2ccccc21)C(C(=O)NC1CCCC1)c1ccc(OC)cc1OC (centres undefined),-2,-11%,0%,6%,-10%,-19%,-12%,12%,-2%
# (continued)
SMILES,PI4K2A block,GLS inhibitor,Pin1 inh,mIDH1 inhibitor,Tb PGK inh,USP1-UAF1 inh,TrxR1 inh,HP1b chromo inh,TrxR1 substrate
CCCc1cc(=O)oc2cc(OCC(=O)NCc3cccs3)ccc12,-7,-5%,6%,0%,-1%,-24%,31%,-2%,21%
CCC(=O)C1=C(N2CCCC2)CC(C)(C)CC1=O,-5,-5%,2%,-5%,-2%,-14%,10%[57.1 µM],12%,2%[57.1 µM]
Cc1ccc(-c2cc(C(=O)OCC(=O)N(C)C3CCS(=O)(=O)C3)c3ccccc3n2)c(C)c1 (centres undefined),-3,-19%,-4%,2%,-2%,-25%,11%[57.1 µM],18%,4%[57.1 µM]
O=C(CSc1nc2ccccc2[nH]1)N1CCCCC1,-5,-4%,5%,11%,i,-8%,15%,22%,-4%
CC(=O)Nc1ccc(Sc2ccccc2C(=O)Nc2ccc(F)cc2)cn1,1,0%,-5%,0%,8%,-6%,26%[57.1 µM],?,5%[57.1 µM]
Cc1ccc2cc(CN(CC3CCCO3)C(=S)Nc3ccccc3)c(=O)[nH]c2c1 (centres undefined),2,3%,4%,5%,i,-20%,21%[57.1 µM],18%,-14%[57.1 µM]
N#Cc1ccc(C23CC4CC(CC(C4)C2)C3)[nH]c1=O,1,-2%,-11%,-4%,-4%,6%,32%[57.1 µM],21%,16%[57.1 µM]
COc1ccc(CCN=C(N)NS(=O)(=O)c2ccccc2)cc1OC,2,-6%,2%,-4%,0%,-10%,-15%,36%,-10%
O=C(COc1cccc(Cl)c1)Nc1cc(S(=O)(=O)N2CCOCC2)ccc1N1CCOCC1,3,0%,24%,-2%,i,-7%,24%,20%,-4%
CCOC(=O)C1=C(C)N=c2s/c(=C\c3cc(OC)c(OC)c(OC)c3)c(=O)n2C1/C=C/c1ccccc1 (centres undefined),-21,-4%,69%[activator],5%,-10%,-19%,-14%,9%,-3%
COc1ccccc1-c1nnc(NC(=O)c2ccc(S(=O)(=O)N(C)Cc3ccccc3)cc2)o1,3,-12%,21%,-2%,-10%,-14%,-29%,46%,-6%
Cc1ccc(C(C)C)c(OCC(=O)NN=C2CCCC2)c1,9,-7%,?,10%,-4%,-16%,17%,46%[activator],2%
C=CCOC(=O)c1sc(NC(=O)c2ccc(OC)cc2)nc1C,3,15%,12%,1%,-5%,-5%,27%[57.1 µM],14%,13%[57.1 µM]
CC(C)CC(=O)Nc1nnc(S(=O)(=O)N2CCc3ccccc32)s1,4&-3,0%&1%,10%&-4%,0%&-5%,-12%&-6%,?,20%&13%,21%&9%,0%&0%
O=C(NCCCN1CCN(c2ccc(F)cc2)CC1)C1CCCN(c2ncnc3c2nc2n3CCCCC2)C1 (centres undefined),2,14%,-6%,-3%,i,-23%,19%,10%,5%
CCOC(=O)CNC(=O)C1CCCN(c2ncccn2)C1 (centres undefined),-10,-11%,1%,8%,-6%,-7%,25%,1%,14%
CC1CCN(c2ccc(C(=O)O)cc2N)CC1,-5,16%,-12%,-1%,-10%,-9%,6%,6%,12%
Cc1ccc(CNC(=O)Cn2ccn(-c3cc(C)cc(C)c3)c(=O)c2=O)cc1,-2,-5%,6%,0%,-8%,?,-12%,18%,-9%
COc1ccc(-c2csc3ncnc(N4CCN(S(=O)(=O)c5cccc(C(F)(F)F)c5)CC4)c23)cc1,1,-1%,4%,1%,4%,-18%,13%,22%,2%
COc1cccc(NC(=O)Nc2ccc3c(c2)N(C)C(=O)c2ccccc2S3)c1,-2,1%,-5%,0%,-3%,-2%,-1%,64%[activator],2%
COc1ccc(NC(=O)C2CCN(S(=O)(=O)c3c(C)noc3C)CC2)cc1OC,-2,10%,-5%,-10%,-3%,-6%,26%,37%,0%
CCOc1ccccc1OC(=O)c1cc2ccccc2oc1=O,0,-4%,2%,7%,-2%,-16%,12%,20%,-2%
Cc1ccc(NC(=O)/C(C#N)=C(\N)C(Cl)(Cl)Cl)nc1,-6,37%[activator],?,-8%,2%,-19%,-3%[57.1 µM],16%,7%[57.1 µM]
CC(=O)Nc1nccc(-c2cc(-c3ccccc3)no2)n1,-2,-29%,3%,-2%,?,-14%,22%,42%[activator],4%
COc1ccc(/C=N\NC(=O)COc2ccc(C(C)(C)C)cc2)cc1Cn1nc(C)cc1C,-12,4%,4%,-2%,-3%,3%,14%[57.1 µM],12%,5%[57.1 µM]
Cc1cc(C)c2c(NC(=S)NC(=O)c3ccccc3)n[nH]c2n1,0,12%,-1%,0%,5%,-22%,27%,50%[activator],5%
C/C(=N\NC(=S)Nc1ccc(C)cc1)c1cccc(N)c1,2,-8%,-2%,-3%,1%,-4%,5%[57.1 µM],-25%,3%[57.1 µM]

# Not a retest: entries from further up.
SMILES,PI4K2A block,GLS inhibitor,Pin1 inh,mIDH1 inhibitor,Tb PGK inh,USP1-UAF1 inh,TrxR1 inh,HP1b chromo inh,TrxR1 substrate
CCOc1ccccc1OC(=O)c1cc2ccccc2oc1=O,0,-4%,2%,7%,-2%,-16%,12%,20%,-2%
Cc1ccc(NC(=O)/C(C#N)=C(\N)C(Cl)(Cl)Cl)nc1,-6,37%[activator],?,-8%,2%,-19%,-3%[57.1 µM],16%,7%[57.1 µM]

# A portion of the library; rates above refer to the full screens.
